Screening data as filed in PubChem BioAssay.
Tb PGK inh: T. brucei PGK inhibition. Potency, µM (doses to about 57.5 µM), without a hit: at the top dose activity change, negative = inhibition, usual class: inhibitors. 380,000 tested, 0.043% active. AID 602233. P07378. PGK/GAPDH coupled, Kinase-Glo luminescence, 60 min; also: potency is read from the fitted curve at half-maximal effect; % is scaled to controls: 0 for no effect and ±100 for the full control effect; nearly all actives have a fitted effect of over 60% in size
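Luminescent ATP detection (Kinase-Glo Plus) follows a 60-minute room-temperature incubation, with wells lacking PGK as controls. Buffer: 100 mM TEA (pH 7.6), 5 mM MgCl2, 0.01% Tween-20. Coupling enzyme GAPDH (100 nM final) supplies unstable 1,3-BPG in-well.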
HP1b chromo inh: HP1-beta chromodomain-methylated histone interaction inhibition. AlphaScreen HP1-beta / biotin-H3K9me3 peptide binding. Potency, µM (titrated, usually from 114 µM), for inactives: at the highest dose activity change, negative = inhibition, hits mostly inhibitors. 390,000 tested, 0.56% active. AID 540317; also: potency is read from the fitted curve at half-maximal effect; nearly all actives have a fitted effect of over 70% in size; inactives centre near 23
Target sequence (P83916 whole entry, looked up): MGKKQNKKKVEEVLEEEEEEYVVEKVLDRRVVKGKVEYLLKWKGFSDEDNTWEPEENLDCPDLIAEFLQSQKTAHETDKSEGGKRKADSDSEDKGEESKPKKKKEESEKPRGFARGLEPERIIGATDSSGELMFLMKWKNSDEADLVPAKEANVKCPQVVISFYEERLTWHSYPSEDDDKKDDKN
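Compound inhibition of the preformed complex between 50 nM HP1-beta and 50 nM biotinylated H3K9me3 peptide was read by AlphaScreen. Buffer was PBS pH 7.4 with 0.01% Tween-20. Incubations ran 30 min at room temperature, with 10 ug/mL donor/acceptor beads.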
BAZ2B inh: blocks human BAZ2B; Q9UIF8; AlphaScreen BAZ2B-H3K14Ac peptide displacement; Potency, µM (doses to about 114 µM), inactives show at the highest dose activity change, negative = inhibition, hits mostly inhibitors; 360,000 tested, 4.4% active; also: potency is read from the fitted curve at half-maximal effect; % is scaled to controls: 0 for no effect and ±100 for the full control effect; nearly all actives have a fitted effect of over 60% in size
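Compounds, titrated to a top concentration of 110 uM, were incubated 30 min at room temperature with preformed BAZ2B/acetyl-K14 H3 peptide complex (50 nM each). Proximity signal was measured by AlphaScreen after 20 min with beads.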
JMJD2A Tudor: inhibitors of human JMJD2A Tudor domain | O75164 | AlphaScreen JMJD2A-Tudor / H3K4me3 peptide binding | Potency, µM (titrated, usually from 114 µM), without a hit: top-dose activity change, negative = inhibition, hits mostly inhibitors | 390,000 tested, 4.4% active | AID 504339; also: potency is read from the fitted curve at half-maximal effect; % is scaled to controls: 0 for no effect and ±100 for the full control effect; nearly all actives have a fitted effect of over 50% in size
PI4K2A block: blocks human PI4K2A kinase activity | purified PI4K2A, ADP-Glo luminescence, 1 h; stronger effect = lower value | Q9BTU6 | activity change, negative = inhibition, % at 76.9 µM | AID 1346378 | 420,000 tested, 0.13% active; in the data active = activity change below about -50%; inconclusive = mostly about -30% to -49%;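 also: -100% = wells without enzyme as full effect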
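PI4K2A activity was measured by ADP-Glo luminescence: enzyme (4 ug/mL stock) and phosphatidylinositol (1.2 mM stock) in Tris pH 7.5/MgCl2/EGTA/Triton X-100 buffer were reacted with ATP (300 microM stock) for one hour at ambient temperature.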
Pol eta inh: DNA polymerase eta (human) inhibition; Q9Y253; recombinant Pol eta, fluorescent DNA replication assay; Potency, µM (highest dose often 114 µM), for inactives: at the highest dose activity change, negative = inhibition, most hits filed as inhibitors; 390,000 tested, 1.2% active; also: potency is read from the fitted curve at half-maximal effect; % is scaled to controls: 0 for no effect and ±100 for the full control effect
Target sequence (Q9Y253 whole entry, looked up): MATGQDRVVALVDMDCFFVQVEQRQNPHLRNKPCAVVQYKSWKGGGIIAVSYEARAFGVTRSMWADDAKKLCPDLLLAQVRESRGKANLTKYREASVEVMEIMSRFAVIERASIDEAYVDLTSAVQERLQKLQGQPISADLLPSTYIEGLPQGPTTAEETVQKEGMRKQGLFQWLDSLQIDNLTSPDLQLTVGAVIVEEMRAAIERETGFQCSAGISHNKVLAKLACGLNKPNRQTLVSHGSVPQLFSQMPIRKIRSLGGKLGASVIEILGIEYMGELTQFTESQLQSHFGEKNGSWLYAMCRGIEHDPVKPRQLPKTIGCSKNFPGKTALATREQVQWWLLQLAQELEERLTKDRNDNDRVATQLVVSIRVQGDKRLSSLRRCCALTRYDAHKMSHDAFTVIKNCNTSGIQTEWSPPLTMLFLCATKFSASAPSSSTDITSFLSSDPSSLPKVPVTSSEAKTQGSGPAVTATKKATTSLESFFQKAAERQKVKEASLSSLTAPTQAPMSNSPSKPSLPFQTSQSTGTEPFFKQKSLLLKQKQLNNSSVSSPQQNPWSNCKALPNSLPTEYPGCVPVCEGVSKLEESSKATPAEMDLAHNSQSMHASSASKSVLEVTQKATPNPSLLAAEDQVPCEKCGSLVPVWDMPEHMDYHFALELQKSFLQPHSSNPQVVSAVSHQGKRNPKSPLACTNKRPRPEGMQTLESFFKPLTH
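Fluorescent replication assay: 50 nM final substrate added after a 15 min room-temperature compound preincubation with 10 nM enzyme. Signal taken at 0 min and again at 10 min.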
GLS inhibitor: glutaminase GLS (human) inhibition | O94925 | GLS enzymatic activity, qHTS titration | Potency, µM (top dose mostly 45.5 µM), inactives show at the highest dose activity change, negative = inhibition, usual class: inhibitors | 410,000 tested, 0.21% active; also: potency is read from the fitted curve at half-maximal effect; % is scaled to controls: 0 for no effect and ±100 for the full control effect
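Glutamate formation by hKGA was monitored fluorometrically using coupled glutamate oxidase, HRP and Amplex Red. Substrate was added as 1 mM L-glutamine solution; incubation was 30 min at RT after an initial read.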
G9a inh: blocks human histone lysine methyltransferase G9a. Potency, µM (highest dose often 102 µM), for inactives: at the top dose activity, negative = inhibition, actives largely listed as inhibitors. 350,000 tested, 8.8% active. Q96KQ7. G9a H3K9 monomethylation, AlphaScreen, 2 h; also: potency is read from the fitted curve at half-maximal effect; % is scaled to controls: 0 for no effect and ±100 for the full control effect; nearly all actives have a fitted effect of over 75% in size
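AlphaScreen detection with an anti-monomethyl H3K9 antibody quantified product after a 2 h room-temperature reaction containing 500 nM biotinylated H3K9 peptide, 20 µM SAM and 20 nM enzyme, which had been preincubated 15 min with compound.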
Pin1 inhibitor: inhibitors of human Pin1; AID 504891; Q13526; Potency, µM (titrated, usually from 115 µM), for the others: at the highest dose activity, negative = inhibition, usual class: inhibitors; 390,000 tested, 0.009% active; Pin1 FP peptide displacement, HiFluor488, 10 min; active = well fitted inhibition curve with a large enough effect in the polarisation, with a control signal flat, not every such curve was filed as active; inconclusive = small, poorly fitted or top-dose-only effect, or effect the other way, or a change in a side signal; inactive = no such curve, though single readings can be large or run the other way; the % refers to the polarisation; also: potency is read from the fitted curve at half-maximal effect; % is scaled to controls: 0 for no effect and ±100 for the full control effect
Target sequence (Q13526 whole entry, looked up): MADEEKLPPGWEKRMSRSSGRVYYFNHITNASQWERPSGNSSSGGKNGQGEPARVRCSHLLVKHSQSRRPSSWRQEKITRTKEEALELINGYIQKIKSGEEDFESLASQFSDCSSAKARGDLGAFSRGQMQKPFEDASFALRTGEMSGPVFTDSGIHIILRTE
* hit, by the source's call; i = inactive; ? = inconclusive; / = not tested or not shown; & = joins results of further samples; [ ] = another dose, or the depositor's remark. Unless noted, calls follow the shape of the dose curve; as a rule, active = well fitted curve in the direction sought with a large enough effect; inconclusive = small, poorly fitted or top-dose-only effect, or another doubt; inactive = no such curve, though single readings can be large; an effect the other way counts as inactive or inconclusive.

SMILES	Tb PGK inh	HP1b chromo inh	BAZ2B inh	JMJD2A Tudor	PI4K2A block	Pol eta inh	GLS inhibitor	G9a inh	Pin1 inhibitor
COc1ccccc1NC(=O)c1c(NC(=O)c2ccccc2Cl)sc2c1CCC2	/	52%[activator]	4%	2%	5	/	4%	-26%[59 µM]	-1%
CCOc1cc(N2CCOCC2)c(OCC)cc1NC(=O)CSc1nnc(N)s1	2%	-26%	/	-28%	-7	-13%	39%[activator]	/	-11%
CC(C)NC(=O)C1CCCN(c2nnc(-n3cccc3)s2)C1 (stereo not given)	4%	25%	6%	-11%	-7	-6%	2%	-1%	-3%
CC(Sc1nnc(Cn2c(=O)sc3ccccc32)n1C)c1ccccc1 (stereo not given)	-19%	-9%	6%	-25%	?	-13%	12%	11%[59 µM]	-3%
COC(=O)C[C@H]1C[C@H]2c3cc(NC(=O)CC4CC4)ccc3O[C@H]2[C@H](CO)O1	-7%	/	/	/	-3	-13%	2%	/	/
CC(C)N(C)CCOC(=O)/C=C/c1ccccc1	-5%	18%	-14%	-10%	6	-4%	9%	15%[59 µM]	0%
Cc1cc(C)cc(N(CC(=O)NC2CCCC2)C(=O)CCC(=O)Nc2nc(C)cs2)c1	-6%	37%	8%	1%	2	-16%	0%	7%	-7%
COCOCCn1cc(CN2CCS(=O)(=O)N(Cc3ccc(-c4ccc(Cl)cc4)cc3)C(CC(C)C)C2=O)nn1 (stereo not given)	-3%	/	/	/	-3	-4%	9%	/	/
COc1cc(NC(=O)C2CCCN(S(=O)(=O)c3ccc4c(c3)CCCC(=O)N4)C2)cc(OC)c1 (stereo not given)	0%	32%	6%[57.1 µM]	-5%	-2	-18%	4%	-23%[59 µM]	-6%
O=C1CCNc2ccc(-c3ccccc3)cc21	-7%	110%[activator]	25%	8%	1	-13%	3%	12%	/
N#C/C(=C\c1ccc2c(c1)OCCO2)C(=O)Nc1nccs1	-7%	-11%	-17%	-23%	0	-13%	3%	-9%	7%
COc1ccc(C(=O)N2CCCC(C(=O)N3CCN(c4ccccc4)CC3)C2)cc1 (stereo not given)	i	17%	-3%	5%	0	-16%	-7%	10%	13%
Oc1ccc(/C=N/N2CCCCC2)c(O)c1O	-4%	-22%[57 µM]	?	8.9µM*	-10	-20%	-2%	1.6µM*	?
CC(=O)c1sc(NC(=O)C2CSC3(C)CCC(=O)N23)nc1-c1ccccc1 (stereo not given)	1%	4%	-6%	-31%	4	-12%	9%	?	-1%
O=C1CCCC(O)=C1N=Nc1ccc(S(=O)(=O)N2CCOCC2)cc1	-8%	19%	79µM*	-15%	-1	-22%	3%	?	?
COc1ccccc1CNC(=O)CC1Sc2ccccc2NC1=O (stereo not given)	7%	29%	20%	-3%	2	-21%	5%	40%	0%
Cn1c(=O)c2c(nc(Cl)n2Cc2ccncc2)n(C)c1=O	/	19%	-28%	-9%	-12	-3%	13%	-1%	-2%
COCCN1C(=O)c2ccccc2C(C(=O)NCCCN2CCCC2=O)C1c1c[nH]c2ccccc12 (stereo not given)	3%	14%	-3%	-3%	5	-9%	7%	-4%[59 µM]	2%
Cc1ccc2c(c1)nnn2C1CCN(C(=O)c2ccccc2F)CC1	-2%	41%[activator]	5%	-13%	-1	-8%	-5%	21%[0.501 µM]	-2%
COc1ccc(CNC(=O)Cc2coc3ccc(C)cc23)cc1	-10%	6%	2%	?	-2	-17%	10%	-10%[59 µM]	-2%
Cc1ccc(CN2C(=O)C(C)Oc3ccccc32)cc1 (stereo not given)	7%	135%[activator]	29%	48%[activator]	2	-26%	-4%	180%[activator]	-3%
O=C(COC(=O)c1c2c(nc3ccccc13)/C(=C\c1ccco1)CC2)NC1CCCC1	-18%	?	/	?	?	3.5µM*	?	/	?
CC(C)(C)c1ccc2c(c1)N(CC(=O)N1CCOCC1)C(=O)CO2	4%	23%	-1%	0%	-4	-23%	0%	22%	-1%
COc1cccc(-c2ccc(NC(=O)C3CCCN(Cc4cc(C)[nH]n4)C3)cc2)c1 (stereo not given)	-5%	-5%	-25%	-33%	4	-7%	5%	-1%	-7%
COc1ccc(C2=NOC(C(=O)Nc3ccc4c(c3)OCO4)C2)cc1 (stereo not given)	-1%	14%	-13%	-34%	6	-8%	-3%	?	-13%
The listing continues.
SMILES	Tb PGK inh	HP1b chromo inh	BAZ2B inh	JMJD2A Tudor	PI4K2A block	Pol eta inh	GLS inhibitor	G9a inh	Pin1 inhibitor
CCOc1ccc(OCCCC(=O)NCCOc2ccccc2OC)cc1	-6%	21%	-17%	-14%	-1	-1%	6%	38%	-7%
O=C(C[n+]1ccccc1)N/N=C/c1ccccc1Cl	-7%	45%[activator]	?	-26%	3	7%	2%	25%[12.7 µM]	0%
NC(=O)c1sc2nc(N3CCOCC3)c3c(c2c1N)CCCC3	0%	-7%	?	?	-19	-3%	-1%	71µM*	2%
C(=C\c1nccc2c1[nH]c1ccccc12)/c1ccccc1	-3%	60%[activator]	28%	30%	-1	-8%	-4%	51%[activator]	3%
CCCCNS(=O)(=O)c1ccc2nc(SCC(=O)Nc3ccccc3Cl)[nH]c2c1	i	14%	-1%	?	2	?	-10%	-22%	6%
O=C1[C@H](Cc2ccccc2)NCCCC[C@H](c2ccc(Cl)cc2)N1Cc1ccccc1	-7%	11%	/	-16%	-4	-6%	5%	/	15%
CCOC(=O)C(CC)n1nc(C)n2c(cc3sccc32)c1=O (stereo not given)	8%	31%	5%	-8%	-2	-8%	2%	-33%	2%
COc1ccc(CN2CC(C(=O)NCCC3=CCCCC3)CC2=O)cc1 (stereo not given)	3%	28%	-21%	0%	1	1%	2%	13%[12.7 µM]	2%
CCn1c(SCC(=O)Nc2ccc(C)cc2)nc(O)cc1=O	-7%	23%	1%	9%	-24	-9%	6%	-149%	-3%
OC(Cn1cncn1)(c1ccc(F)cc1)c1ccc(Cl)cc1 (stereo not given)	i	29%	-13%	-9%	-1	?	2%	-1%	2%
Cc1ccc(Sc2ncccc2C(=O)O)cc1	-3%	21%	-38%	-9%	0	-14%	6%	?	-4%
CCCC(=O)NC(=S)Nc1ccc(S(=O)(=O)N2CCc3ccccc32)cc1	8%	-2%	/	-24%	-5	-9%	0%	/	7%
COc1ccccc1C(=O)N/C(=C\c1ccc(Br)cc1)C(=O)NCC(=O)O	-10%	11%	7%	-7%	-1	-10%	2%	8%[59 µM]	-2%
Cc1cccc(C(=O)NNC(=O)c2ccc(NC(=O)C(C)(C)C)cc2)c1	-4%	14%	-5%	-2%	-2	-16%	3%	26%	3%
CCN(CC)C(=O)[C@H]1CC(CC(=O)NCCCOC)C(=O)N2CCc3c([nH]c4ccccc34)[C@]12C (stereo not given in full)	-6%	18%	/	-12%	-2	-1%	7%	/	-13%
C[C@H]1CN([C@@H](C)CO)C(=O)c2cc(Br)cnc2O[C@@H]1CN(C)C(=O)C1CCC1	-10%	/	/	/	-1	-7%	-7%	/	/
O=C(CSCc1ccccc1)N1CCN(C(=O)c2ccco2)CC1	-6%	26%	1%	-17%	0	-8%	4%	?	1%
Cc1ccc(C)c(NC(=O)CCNS(=O)(=O)c2ccc3[nH]c(=O)oc3c2)c1	-6%	33%	-9%	14%	-3&-5	22µM*	-3%	3%	2%
COc1ccccc1N1CCN(C2CCCC(C)C2)CC1 (stereo not given)	/	12%	?	-7%	0	-1%	22%	?	0%
O=C1c2cccc([N+](=O)[O-])c2C(=O)N1c1cccnc1	-11%	13%	-1%	-10%	14	-18%	8%	11%	-7%
COc1ccccc1C(=O)Nc1cccc(S(=O)(=O)N2CCCC2)c1	1%	18%	0%	-12%	-8	1%	1%	42%[activator]	2%
O=C(NC1CCCC1)C(c1ccccc1)N(C(=O)c1ccno1)c1cccnc1 (stereo not given)	-9%	55%[activator]	11%	7%	2	-8%	2%	-4%[59 µM]	0%
Cn1c(=O)c2[nH]c(CCCCCc3nc4ccccc4[nH]3)nc2n(C)c1=O	-11%	8%	/	2%	-2	-13%	3%	/	-21%
CCOc1ccccc1N(CC(=O)NCCSc1ccccc1)S(=O)(=O)c1ccccc1	1%	4%	-7%	-11%	-1	-12%	6%	-31%[59 µM]	3%
CCOc1ccc(Cn2c(CNS(=O)(=O)c3ccc(Cl)s3)nc3cccnc32)cc1	4%	28%[57 µM]	-1%	-17%	-5	-3%	4%	43%[activator][59 µM]	4%
CCC(C)NS(=O)(=O)c1cc2c3c(c1)CCC(=O)N3CCC2 (stereo not given)	5%	35%[activator]	0%	11%	1	-1%	9%	-7%	5%
CCCCC(C(=O)NC1CCCC1)N(C(=O)c1snc(C(N)=O)c1N)c1ccc(OCC)cc1 (stereo not given)	0%	14%	4%	-1%	4	-6%	-12%	-11%	2%

By substructure, the entries above containing a furan ring, fused or not
SMILES	Tb PGK inh	HP1b chromo inh	BAZ2B inh	JMJD2A Tudor	PI4K2A block	Pol eta inh	GLS inhibitor	G9a inh	Pin1 inhibitor
COc1ccc(CNC(=O)Cc2coc3ccc(C)cc23)cc1	-10%	6%	2%	?	-2	-17%	10%	-10%[59 µM]	-2%
O=C(COC(=O)c1c2c(nc3ccccc13)/C(=C\c1ccco1)CC2)NC1CCCC1	-18%	?	/	?	?	3.5µM*	?	/	?
O=C(CSCc1ccccc1)N1CCN(C(=O)c2ccco2)CC1	-6%	26%	1%	-17%	0	-8%	4%	?	1%

Entries of single compounds, quoted from the list. Screens in order: Tb PGK inh	HP1b chromo inh	BAZ2B inh	JMJD2A Tudor	PI4K2A block	Pol eta inh	GLS inhibitor	G9a inh	Pin1 inhibitor
`OC(Cn1cncn1)(c1ccc(F)cc1)c1ccc(Cl)cc1` (stereo not given) as listed: i	29%	-13%	-9%	-1	?	2%	-1%	2%
`Cc1ccc(Sc2ncccc2C(=O)O)cc1` as listed: -3%	21%	-38%	-9%	0	-14%	6%	?	-4%

This is a subset (hit frequency here may not be typical).
